Assay outcomes from PubChem BioAssay.
TrxR1 inh: qHTS Assay for Inhibitors of Mammalian Selenoprotein Thioredoxin Reductase 1 (TrxR1): qHTS; Thioredoxin reductase 1, cytoplasmic (Rattus norvegicus), O89049; recombinant rTrxR1, NADPH fluorescence consumption, selenite substrate; Potency, µM (titrated, usually from 114 µM), without a hit: top-dose activity change, negative = inhibition, actives largely listed as inhibitors; 390,000 compounds, 1% hits; further: potency means the concentration at half of the fitted maximal effect; on the % scale 0 is the no-effect control and ±100 the full control effect; nearly all actives have a fitted effect of over 65% in size
Target sequence (O89049 whole entry, looked up): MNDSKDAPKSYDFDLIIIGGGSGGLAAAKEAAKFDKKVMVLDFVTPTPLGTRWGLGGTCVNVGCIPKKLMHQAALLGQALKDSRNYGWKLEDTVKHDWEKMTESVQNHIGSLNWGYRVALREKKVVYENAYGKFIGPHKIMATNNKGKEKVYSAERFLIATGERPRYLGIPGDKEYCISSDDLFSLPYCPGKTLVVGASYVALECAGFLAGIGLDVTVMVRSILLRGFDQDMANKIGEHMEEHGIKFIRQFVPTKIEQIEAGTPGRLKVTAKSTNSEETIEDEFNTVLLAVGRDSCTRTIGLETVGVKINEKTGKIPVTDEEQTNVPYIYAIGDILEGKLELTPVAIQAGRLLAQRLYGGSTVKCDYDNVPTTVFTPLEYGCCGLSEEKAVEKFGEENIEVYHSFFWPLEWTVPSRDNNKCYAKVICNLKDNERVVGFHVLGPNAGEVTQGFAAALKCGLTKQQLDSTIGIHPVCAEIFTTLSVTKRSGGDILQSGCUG
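Rat TrxR1 (90 nM in the dispensed reagent) was pre-reduced with 400 uM NADPH for 5 min at room temperature, then incubated with compound for 15 min. After 400 uM selenite was added, NADPH fluorescence (Ex 340/Em 450 nm) was followed for 8 min.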
TrxR1 substrate: qHTS Assay for Substrates of Mammalian Selenoprotein Thioredoxin Reductase 1 (TrxR1): qHTS. purified TrxR1 substrate turnover, NADPH consumption readout. Potency, µM (titrated, usually from 114 µM), inactives show at the top dose activity change, negative = substrate turnover. 390,000 compounds, 0.01% hits; further: potency means the concentration at half of the fitted maximal effect; on the % scale 0 is the no-effect control and ±100 the full control effect; nearly all actives have a fitted effect of over 50% in size
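Rat TrxR1, dispensed at 90 nM, was prereduced with 400 uM NADPH (final) for 5 min at ~22 deg C, then incubated with compound 15 min before 400 uM selenite. A first-read NADPH fluorescence drop versus no-compound background flagged substrates.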
TRHR PAM: qHTS for Small Molecule Agonists and Allosteric Enhancers of Human TRH Receptor: Primary Screen for Enhancers; Thyrotropin-releasing hormone receptor (Homo sapiens), P34981; TRHR cells, fluo-8 calcium fluorescence, EC20 TRH enhancement; enhancement, % at 2 µM; 360,000 compounds, 0.66% hits; in the data active means enhancement above about 30%; further: 0% is about no effect
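TRHR-expressing cells loaded with fluo-8 calcium dye were read kinetically (ex 480/em 530) during compound addition, then stimulated with an EC20 of TRH (10 nM final). Enhancement of the Gq-mediated intracellular calcium response was scored.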
D2 antagonist: HTS Assay for Allosteric Antagonists of the Human D2 Dopamine Receptor: Primary Screen for Antagonists; inhibition, % at 10 µM; 340,000 compounds, 2% hits; AID 485344, 2010; D(2) dopamine receptor (Homo sapiens), P14416; HEK293 TREx D2 cells, calcium flux, dopamine EC80; in the data active means inhibition above about 30%; further: 0% is about no effect
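Measurement of antagonist activity uses fluorescent calcium dye in inducible HEK293 T-REx D2 cells: 10 s baseline, compound addition with 180 s read, EC80 dopamine addition with a further 180 s read.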
PI4K2A block: qHTS for small molecular inhibitors of PI4K2A; Phosphatidylinositol 4-kinase type 2-alpha (Homo sapiens), Q9BTU6; purified PI4K2A, ADP-Glo luminescence, 1 h; stronger effect = lower value; activity change, negative = inhibition, % at 76.9 µM; 420,000 compounds, 0.13% hits; AID 1346378, 2018; in the data active means activity change below about -50%; inconclusive means mostly about -30% to -49%;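 further: -100% = wells without enzyme as full effect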
Target sequence (Q9BTU6 whole entry, looked up): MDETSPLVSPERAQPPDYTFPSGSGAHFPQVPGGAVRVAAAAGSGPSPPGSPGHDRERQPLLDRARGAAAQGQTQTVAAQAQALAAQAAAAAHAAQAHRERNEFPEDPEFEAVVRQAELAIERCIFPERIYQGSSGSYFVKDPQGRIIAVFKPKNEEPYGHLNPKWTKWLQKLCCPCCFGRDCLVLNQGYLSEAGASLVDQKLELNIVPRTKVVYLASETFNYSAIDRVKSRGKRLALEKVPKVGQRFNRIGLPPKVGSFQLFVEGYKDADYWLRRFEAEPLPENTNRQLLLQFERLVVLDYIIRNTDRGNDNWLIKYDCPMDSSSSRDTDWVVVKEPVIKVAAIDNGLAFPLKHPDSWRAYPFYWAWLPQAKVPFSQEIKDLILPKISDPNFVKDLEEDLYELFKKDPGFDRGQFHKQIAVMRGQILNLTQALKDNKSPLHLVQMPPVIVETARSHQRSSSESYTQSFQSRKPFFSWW
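PI4K2A activity was measured by ADP-Glo luminescence: enzyme (4 ug/mL stock) and phosphatidylinositol (1.2 mM stock) in Tris pH 7.5/MgCl2/EGTA/Triton X-100 buffer were reacted with ATP (300 microM stock) for one hour at ambient temperature.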
D2 agonist: HTS Assay for Allosteric Agonists of the Human D2 Dopamine Receptor: Primary Screen for Agonists. HEK293 T-REx D2 cells, calcium flux agonist mode. activation, % at 2 µM. 340,000 compounds, 0.53% hits. AID 485358, 2010;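 active means activation over 3 SD above normal in the single-dose calcium agonist read, cut at about 30% in these data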; further: 0% is about no effect
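Calcium-flux readout, 1 cycle/sec over 180 s following compound pin transfer, in inducible HEK293 Trex D2 cells (force-coupled); dopamine controls included. Positive calcium responses during this window marked compounds as potential agonists.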
USP1 inh: Inhibitors of USP1/UAF1: Primary Screen; 390,000 compounds, 0.23% hits; Potency, µM (titrated, usually from 57.1 µM), for inactives: at the top dose activity change, negative = inhibition, hits mostly inhibitors; Ubiquitin carboxyl-terminal hydrolase 1 (Homo sapiens), O94782; recombinant USP1/UAF1, Ub-Rhodamine cleavage fluorescence; further: potency means the concentration at half of the fitted maximal effect; on the % scale 0 is the no-effect control and ±100 the full control effect; nearly all actives have a fitted effect of over 60% in size; inactives centre near -12
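1 nM enzyme complex + cpd, 15 min RT; start with Ub-Rho 150nM final; kinetic fluorescence ex 480/em 540, 6 reads q60 s. Buffer 50mM HEPES pH 7.8, 0.5mM EDTA, 0.1 mg/ml BSA, 1mM TCEP, 0.01% Tween-20.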
IDH1 R132H inh: qHTS for Inhibitors of mutant isocitrate dehydrogenase 1 (IDH1): qHTS; Isocitrate dehydrogenase [NADP] cytoplasmic (Homo sapiens), O75874; IDH1-R132H enzyme, NADPH consumption, diaphorase/resazurin fluorescence; Potency, µM (doses to about 76.6 µM), inactives show at the highest dose activity change, negative = inhibition, usual class: inhibitors; 390,000 compounds, 0.093% hits; further: potency means the concentration at half of the fitted maximal effect; on the % scale 0 is the no-effect control and ±100 the full control effect; nearly all actives have a fitted effect of over 65% in size
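IDH1-R132H (0.5 ug/mL) preincubated 30 min with compound, then NADPH (0.016 mM) and alpha-KG (2 mM) added; 80 min at RT, pH 7.5. Remaining NADPH coupled via diaphorase/resazurin to fluorescence (540/590 nm); concentration-response curves normalized to no-enzyme control.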
TRHR agonist: qHTS for Small Molecule Agonists and Allosteric Enhancers of Human TRH Receptor: Primary Screen for Agonists; activation, % at 2 µM; Thyrotropin-releasing hormone receptor (Homo sapiens), P34981; AID 493084, 2011; 360,000 compounds, 0.18% hits; TRHR cells, calcium flux fluo-8, FDSS agonist mode; in the data active means activation above about 30%; further: 0% is about no effect
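Steps: seed TRHR cells overnight; add fluo-8 no-wash Ca dye, RT 30 min–1.5 h; record 10 s baseline; pin-transfer compounds; monitor fluorescence 1 cycle/s for the agonist window. Calcium increases flag candidate agonists.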
Active calls of the source: *; u = inconclusive; x = no result given; [ ] = another dose, or the depositor's remark. Unless noted, the call rests on the fitted dose curve; in most records, active means well fitted inhibition curve with a large enough effect; inconclusive means small, poorly fitted or top-dose-only effect; inactive means no such curve, though single readings can be large or run the other way.

| molecule | TrxR1 inh | TrxR1 substrate | TRHR PAM | D2 antagonist | PI4K2A block | D2 agonist | USP1 inh | IDH1 R132H inh | TRHR agonist |
| --- | --- | --- | --- | --- | --- | --- | --- | --- | --- |
| O=C(N/C(=C\c1ccc(Br)cc1)C(=O)N1CCCC1)c1ccccc1F | 8%[57.1 µM] | 6%[57.1 µM] | -2 | -8 | -7 | 13 | u | 6% | 0.3 |
| Cc1cc(Br)cnc1NC(=S)Nc1ccc(F)cc1F | u | 11% | -2 | 3 | 8 | 0.2 | -17% | 5% | -0.5 |
| CC1CCCN(S(=O)(=O)c2ccc(NC(=O)C3CCN(C(=O)c4ccco4)CC3)cc2)C1 (configuration not stated) | 3% | 4% | -3 | 15 | 5 | 3.0 | -15% | 0% | 0.7 |
| CSC1=N/C(=C\c2ccccc2Cl)C(=O)N1N(C)C | 19% | 2% | 2 | 7 | -7 | 0.6 | -28% | 3% | 0.0 |
| O=C(N/N=C/C=C/c1ccc2c(c1)OCO2)C(O)c1ccccc1 (configuration not stated) | -8%[57.1 µM] | 5%[57.1 µM] | 2 | 5 | -2 | -0.1 | 13% | 3% | -0.1 |
| CCOC(=O)c1cc(NC(=O)Nc2cc(C)ccn2)c(C)nc1C | 32%[57.1 µM] | 13%[57.1 µM] | 3 | -33 | 4 | 0.9 | -4% | 3% | -0.9 |
| O=C(Cn1nc(-c2cccc([N+](=O)[O-])c2)c2ccccc2c1=O)Nc1cccnc1 | 4% | -3% | -2 | 6 | 5 | -2.2 | -16% | 1% | -0.2 |
| COc1ccc(NC(=S)NCc2ccc(F)cc2)cc1 | -10% | -3% | 7 | x | 0 | x | -18% | 0% | -1.2 |
| Cc1csc2ncc(C(=O)NCc3ccco3)c(=O)n12 | -15% | 72%[activator] | -5 | 15 | 0 | 2.8 | -18% | -2% | -1.1 |
| COc1ccc(N2C(=O)c3cccc4c(N(C)CCO)ccc(c34)C2=O)cc1 | 1% | -7% | -10 | -6 | 3 | 14 | u | 0% | 35* |
| CCn1c(CCNC(=O)c2ccc(Cl)cc2Cl)n[nH]c1=S | -5% | 4% | 4 | 9 | -6 | -0.1 | -4% | 3% | -0.6 |
| CC1CC(=O)N(CC(=O)NCc2ccc(F)cc2)c2ccccc2S1(=O)=O (configuration not stated) | 10% | -6% | 12 | x | 1 | x | -20% | -10% | 0.4 |
| CC1(C(=O)N(CC(=O)NC2CCCC2)Cc2ccc(Cl)cc2)CC(=O)N=C2C=CC=CN21 (configuration not stated) | -1%[57.1 µM] | 171%[activator][57.1 µM] | 1 | -20 | -12 | 0.5 | -14% | 16% | 0.6 |
| Cc1cc(/C=C(\C#N)C(=O)O)c(C)n1CC1CCCO1 (configuration not stated) | -24% | -18% | 2 | x | -1 | x | -20% | 11% | 0.3 |
| Cc1ccc(-c2nc3ncccc3o2)cc1NC(=O)c1cc2ccccc2o1 | 21%[57.1 µM] | 26%[57.1 µM] | -2 | -4 | -7 | -1.8 | u | 4% | -0.9 |
| Cc1cccc(C)c1NC(=O)CN(C)C(=O)c1cc(S(=O)(=O)N(C)C)ccc1N1CCCC1 | -10% | -11% | -2 | 3 | -1 | -0.1 | -5% | 0% | -0.6 |
| CC1CCN(C(=O)CSc2nnc(-c3cc4ccccc4cc3O)n2Cc2ccco2)CC1 | u | 5%[57.1 µM] | -8 | 4 | 0 | 0.9 | -14% | 2% | -1.6 |
| Cc1cccc(C)c1NC(=O)CNC(=O)CCC(=O)c1cccs1 | 13% | 4% | -7 | x | 1 | x | -16% | 3% | 0.4 |
| CCOC(=O)C1=C(C)N(C)C(=S)NC1c1c(OCC)ccc2ccccc12 (configuration not stated) | 10%[57.1 µM] | 9%[57.1 µM] | -2 | 21 | -16 | -0.6 | -15% | 9% | 0.0 |
| CCn1c(NCc2cc(OC)c(OC)c(OC)c2)nc2ccccc21 | -6% | -12% | 4 | -17 | -7 | -0.6 | -13% | 3% | 0.2 |
| COc1ccc(NC(=O)CN(C)C(=O)CC2CCCCC2)cc1 | -6% | -10% | 20 | 3 | 2 | 0.3 | -1% | 11% | 0.1 |
| C=CCn1c(N)nc2ccccc21 | 9%[57.1 µM] | 5%[57.1 µM] | -1 | -1 | -5 | -0.7 | 0% | -3% | -1.0 |
| COc1ccc(CCC(=O)N2CCc3c([nH]c4ccccc34)C2c2ccc(F)cc2)cc1 (configuration not stated) | 29%[57.1 µM] | 2%[57.1 µM] | 4 | x | -6 | 0.8 | -17% | 3% | 0.4 |
| CCc1ccc2oc(-c3ccc(C)c(NC(=O)Cc4ccccc4)c3)nc2c1 | 18% | 18% | 4 | x | -2 | -0.6 | -22% | 5% | -0.3 |
| O=C(COC(=O)c1ccc(O)cc1)NCC1CCCO1 (configuration not stated) | 0%[57.1 µM] | 8%[57.1 µM] | 1 | 0 | -6 | -0.4 | -2% | -1% | 0.2 |
| O=Cc1ccc(O)c2ncccc12 | -3%[57.1 µM] | -5%[57.1 µM] | 2 | 7 | -22 | -0.5 | 2% | 12% | 1.2 |
| O=C(C1CCCN(S(=O)(=O)c2ccc(Br)s2)C1)N1CCN(c2cccc(Cl)c2)CC1 (configuration not stated) | 11% | -3% | -5 | x | -4 | 0.6 | -11% | -12% | 0.1 |
| CCC(O)c1cc2c(cc1NC(=O)c1ccc(C)cc1)OCCO2 (configuration not stated) | -1%[57.1 µM] | 1%[57.1 µM] | -2 | -7 | 5 | 1.0 | 2% | -2% | -1.5 |
| Cc1c(NC(=O)C(C)OC(=O)c2c3c(nc4ccccc24)CCC(C)C3)c(=O)n(-c2ccccc2)n1C (configuration not stated) | 3% | -2% | x | x | -2 | x | 2% | 0% | x |
| Cc1cc(C)n(-c2nnc(C)n2NS(C)(=O)=O)n1 | -8% | -4% | -3 | -1 | 2 | 0.7 | -8% | 1% | 0.2 |
| CCNC(=S)N1C2CCC1CC(NC(=O)NC1CCCCC1)C2 (configuration not stated) | 14% | 15% | -5 | 3 | -3 | -0.9 | u | -2% | 0.5 |
| Cn1c2ccccc2c2cc(C(=O)O)ccc21 | 2% | 16% | -3 | -9 | -1 | -0.1 | 4% | 3% | -0.6 |
| Cc1noc(NS(=O)(=O)c2ccc(NC(=O)C34CC5CC(C3)CC(n3cnc(Br)n3)(C5)C4)cc2)c1C | -19% | -10% | 19 | -5 | -1 | -0.2 | 4% | 4% | 0.4 |
| Cc1ccc(NC(=O)CCS(=O)(=O)c2ccc(Br)s2)c(Br)c1 | 15% | 5% | -6 | x | 0 | x | -14% | -27% | -0.7 |
| CCC1Oc2ccccc2N(CC(=O)NCC2CCCO2)C1=O (configuration not stated) | 12% | 3% | -2 | -5 | -13 | -0.8 | -19% | -9% | -0.7 |
| Cc1ccc(C2CC(=O)NC(SCC(=O)OCc3ccccc3)=C2C#N)o1 (configuration not stated) | 4%[57.1 µM] | -2%[57.1 µM] | -8 | 8 | -1 | 0.4 | -21% | 5% | -0.7 |
| Cc1nnc(NC(=O)c2ccccc2F)s1 | -1%[57.1 µM] | 2%[57.1 µM] | 3 | 4 | 11 | 0.1 | -12% | 2% | 0.8 |
| O=C(/C=C/c1ccco1)Nc1ccc(CN2CCOCC2)cc1 | -26% | -11% | 4 | 4 | -5 | 0.5 | -20% | 0% | 0.4 |
| Cc1ccccc1N1CCN(C2CCCN(C(=O)CCC3(C)CC3)C2)CC1 (configuration not stated) | u | -9% | 0 | -18 | 6 | 0.7 | -5% | 12% | 2.1 |
| CCC1=NN2C(=N)/C(=C\c3ccc(OCCOc4ccccc4)c(OC)c3)C(=O)N=C2S1 | x | x | 3 | 26 | x | -0.4 | x | x | 0.5 |
| COc1cc(C2C(=O)N(C3CCCCCC3)CC(=O)N2CCC2=CCCCC2)ccc1OC(C)C (configuration not stated) | 5%[57.1 µM] | 0%[57.1 µM] | 0 | x | -9 | 0.7 | -11% | 7% | -0.2 |
| O=C(CSC(=S)N1CCCC1)Nc1ncc(Cl)cc1Cl | 8% | -3% | 31* | 11 | 3 | -0.1 | -2% | -2% | -0.4 |
| O=C(NCCc1ccc(Cl)cc1)Nc1ccc(F)cc1 | 21%[57.1 µM] | 8% | -2 | x | -8 | x | -1% | 9% | 0.3 |
| O=C(NCCCn1ccnc1)c1ccc(Br)s1 | 9% | 3% | -2 | 14 | 7 | 0.5 | -12% | 4% | 0.4 |

Reprinted at random: 3 records from the list
| molecule | TrxR1 inh | TrxR1 substrate | TRHR PAM | D2 antagonist | PI4K2A block | D2 agonist | USP1 inh | IDH1 R132H inh | TRHR agonist |
| --- | --- | --- | --- | --- | --- | --- | --- | --- | --- |
| Cc1ccccc1N1CCN(C2CCCN(C(=O)CCC3(C)CC3)C2)CC1 (configuration not stated) | u | -9% | 0 | -18 | 6 | 0.7 | -5% | 12% | 2.1 |
| O=C(NCCc1ccc(Cl)cc1)Nc1ccc(F)cc1 | 21%[57.1 µM] | 8% | -2 | x | -8 | x | -1% | 9% | 0.3 |
| Cc1ccc(NC(=O)CCS(=O)(=O)c2ccc(Br)s2)c(Br)c1 | 15% | 5% | -6 | x | 0 | x | -14% | -27% | -0.7 |
